From PubChem BioAssay
Vif-APOBEC3G blk – inhibitors of Vif-APOBEC3G interaction. AID 602310. Potency, µM (series often up to 46.1 µM), inactives show at the highest dose activity, negative = active, hits mostly inhibitors. hit rate 0.076% among 410,000. HeLa A3G-eYFP + Vif (tagged APOBEC3G with the HIV-1 protein that degrades it), YFP fluorescence, overnight;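 further: potency means the concentration at half of the fitted maximal effect; on the % scale 0 is the no-effect control and ±100 the full control effect; nearly all actives have a fitted effect of over 60% in size; hits raise eYFP signal because A3G escapes Vif-driven loss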
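Read-out is eYFP fluorescence (Ex 488/Em 500-530) from Vif-expressing HeLa A3G-eYFP cells; more signal means A3G escaped Vif-mediated degradation. Cells plated overnight, compound pinned in, incubated overnight at 37 deg C.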
TrxR1 substrate – rat thioredoxin reductase 1 substrate activity; O89049; purified TrxR1 substrate turnover, NADPH consumption readout; Potency, µM (top dose mostly 114 µM), without a hit: at the top dose activity change, negative = substrate turnover; hit rate 0.01% among 390,000; AID 588456; further: potency means the concentration at half of the fitted maximal effect; on the % scale 0 is the no-effect control and ±100 the full control effect; nearly all actives have a fitted effect of over 50% in size
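Rat TrxR1, dispensed at 90 nM, was prereduced with 400 uM NADPH (final) for 5 min at ~22 deg C, then incubated with compound 15 min before 400 uM selenite. A first-read NADPH fluorescence drop versus no-compound background flagged substrates.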
Glioma ERSR ind – inducers of ER stress response in human glioma cells | hit rate 0.02% among 420,000 | AID 602332 | Potency, µM, for inactives: at the highest dose activation, usual class: activators | U87-MG GRP78 promoter luciferase reporter, 16 h; further: potency means the concentration at half of the fitted maximal effect; series mostly up to about 76 µM; % of control where 0% means no effect; nearly all actives have a fitted effect of over 35% in size
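ERSR induction read as luciferase luminescence (Bright-Glo, 10 min at room temperature) in stably transfected human U87-MG glioma cells exposed to compounds for 16 h, using GRP78 as sensor.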
LDHA inh – inhibitors of human lactate dehydrogenase A; purified LDHA, NADH/diaphorase-resazurin fluorescence; stronger effect = lower value; activity change, % (values are at about 110 or 230 µM); hit rate 0.15% among 480,000; AID 1347041; in the data active means activity change below about -30%; inconclusive means mostly about -25% to -30%;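 further: plate controls were DMSO wells for no effect and wells without enzyme for full effect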
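Human LDH5 at 2 nM final in Tris HCl pH 7.4 with 0.06 mM NADH and 0.2 mM pyruvate, reacted 5 minutes at room temperature. Remaining NADH coupled via diaphorase/resazurin; resorufin fluorescence read at 0 and 20 minutes, normalized to enzyme-free and DMSO wells.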
Vif-A3F inh – inhibitors of Vif-A3F interaction | hit rate 0.2% among 390,000 | AID 602313 | Potency, µM (doses to about 46.1 µM), inactives show at the top dose activity, negative = active | HeLa A3F-eYFP + Vif (tagged APOBEC3F with the HIV-1 protein that degrades it), YFP fluorescence increase; further: potency means the concentration at half of the fitted maximal effect; % of control where 0% means no effect; nearly all actives have a fitted effect of over 65% in size
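Fluorescence increase (Ex 488/Em 500-530) after overnight compound treatment at 37 deg C flags inhibition of Vif-driven A3F-eYFP loss in stable HeLa A3F-eYFP/Vif cells seeded overnight beforehand.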
IDH1 R132H inh – human IDH1 R132H inhibition | IDH1-R132H enzyme, NADPH consumption, diaphorase/resazurin fluorescence | Potency, µM (series often up to 76.6 µM), inactives show at the highest dose activity change, negative = inhibition, most hits filed as inhibitors | hit rate 0.093% among 390,000 | O75874; further: potency means the concentration at half of the fitted maximal effect; on the % scale 0 is the no-effect control and ±100 the full control effect; nearly all actives have a fitted effect of over 65% in size
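IDH1-R132H (0.5 ug/mL) preincubated 30 min with compound, then NADPH (0.016 mM) and alpha-KG (2 mM) added; 80 min at RT, pH 7.5. Remaining NADPH coupled via diaphorase/resazurin to fluorescence (540/590 nm); concentration-response curves normalized to no-enzyme control.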
USP1-UAF1 inh – inhibitors of human USP1/UAF1 deubiquitinase. O94782. recombinant USP1/UAF1, Ub-Rhodamine cleavage fluorescence. Potency, µM (top dose mostly 57.1 µM), without a hit: top-dose activity change, negative = inhibition, hits mostly inhibitors. hit rate 0.23% among 390,000. AID 743255; further: potency means the concentration at half of the fitted maximal effect; on the % scale 0 is the no-effect control and ±100 the full control effect; nearly all actives have a fitted effect of over 60% in size; inactives centre near -12
Target sequence (O94782 whole entry, looked up): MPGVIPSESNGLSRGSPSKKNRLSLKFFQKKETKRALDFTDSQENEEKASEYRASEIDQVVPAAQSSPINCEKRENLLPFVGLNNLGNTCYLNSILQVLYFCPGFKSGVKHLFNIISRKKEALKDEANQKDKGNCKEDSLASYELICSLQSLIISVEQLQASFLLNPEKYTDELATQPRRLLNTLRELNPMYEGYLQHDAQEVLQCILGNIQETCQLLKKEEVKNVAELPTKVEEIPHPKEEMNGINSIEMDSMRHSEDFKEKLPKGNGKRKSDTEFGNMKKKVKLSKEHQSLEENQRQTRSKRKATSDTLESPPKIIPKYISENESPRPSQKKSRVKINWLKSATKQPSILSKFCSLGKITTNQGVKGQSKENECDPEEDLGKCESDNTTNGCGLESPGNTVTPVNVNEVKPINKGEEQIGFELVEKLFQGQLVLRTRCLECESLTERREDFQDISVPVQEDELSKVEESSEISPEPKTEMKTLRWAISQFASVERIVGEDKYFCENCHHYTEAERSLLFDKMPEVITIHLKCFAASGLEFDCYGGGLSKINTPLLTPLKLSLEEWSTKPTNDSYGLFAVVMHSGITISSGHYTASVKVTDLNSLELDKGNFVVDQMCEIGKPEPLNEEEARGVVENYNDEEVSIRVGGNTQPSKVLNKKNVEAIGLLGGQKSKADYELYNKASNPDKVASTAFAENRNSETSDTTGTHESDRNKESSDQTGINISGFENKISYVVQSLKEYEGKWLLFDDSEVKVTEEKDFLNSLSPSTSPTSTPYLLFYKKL
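USP1/UAF1 complex (1 nM) preincubated 15 min at room temperature with compound, then Ub-Rho substrate (150 nM final) added. Kinetic fluorescence at 480/540 nm over 6 reads at 60 s intervals; 50 mM HEPES pH 7.8, 0.5 mM EDTA, 0.1 mg/ml BSA, 1 mM TCEP, 0.01% Tween-20.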
RGS4 inhibitor – inhibitors of human regulator of G protein signaling 4; Transcreener GDP fluorescence polarization, RGS4-accelerated GTP hydrolysis; AID 504845; hit rate 0.039% among 390,000; Potency, µM (titrated, usually from 114 µM), for inactives: at the highest dose activity change, negative = inhibition, most hits filed as inhibitors; further: potency means the concentration at half of the fitted maximal effect; on the % scale 0 is the no-effect control and ±100 the full control effect; nearly all actives have a fitted effect of over 75% in size; some results filed as inactive show a strong effect at the top dose
Target sequence (P49798 whole entry, looked up): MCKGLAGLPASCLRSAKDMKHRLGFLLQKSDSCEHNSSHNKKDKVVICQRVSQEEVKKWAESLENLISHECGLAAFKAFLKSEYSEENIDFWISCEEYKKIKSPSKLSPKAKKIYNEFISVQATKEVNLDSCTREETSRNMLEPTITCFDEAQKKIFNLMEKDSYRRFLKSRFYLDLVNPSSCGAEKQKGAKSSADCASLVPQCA
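MLSMR compounds (23 nl, pin-transferred) preincubated 10 min at room temperature with a 500nM (2x) first reagent, then RGS4 at 900nM (2x) plus Transcreener GDP mix added; fluorescence polarization (620/688 nm) read before and after 90 min at 30 °C.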
TrxR1 inh – rat TrxR1 inhibition | O89049 | recombinant rTrxR1, NADPH fluorescence consumption, selenite substrate | Potency, µM (titrated, usually from 114 µM), inactives show at the highest dose activity change, negative = inhibition, actives largely listed as inhibitors | hit rate 1% among 390,000; further: potency means the concentration at half of the fitted maximal effect; on the % scale 0 is the no-effect control and ±100 the full control effect; nearly all actives have a fitted effect of over 65% in size
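Rat TrxR1 (90 nM in the dispensed reagent) was pre-reduced with 400 uM NADPH for 5 min at room temperature, then incubated with compound for 15 min. After 400 uM selenite was added, NADPH fluorescence (Ex 340/Em 450 nm) was followed for 8 min.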
Numbers without * were called inactive; ? = inconclusive; . = no result given; & = joins results of further samples; [ ] = remark or other dose. Unless noted, the call rests on the fitted dose curve; in most records, active means well fitted curve in the direction sought with a large enough effect; inconclusive means small, poorly fitted or top-dose-only effect, or another doubt; inactive means no such curve, though single readings can be large; an effect the other way counts as inactive or inconclusive.

SMILES | Vif-APOBEC3G blk | TrxR1 substrate | Glioma ERSR ind | LDHA inh | Vif-A3F inh | IDH1 R132H inh | USP1-UAF1 inh | RGS4 inhibitor | TrxR1 inh
O=C(O)c1ccc(N/N=C/c2c[nH]c3ccccc23)cc1 | 0% | -4% | -14% | -1 | 5% | 2% | -13% | -21% | 2%
COc1cc(OC)cc(C(=O)N2CCN(Cc3ccc4c(c3)OCO4)CC2)c1 | -2% | -6% | -2% | -20 | 2% | 1% | -11% | 19% | 4%
O=c1oc(-c2ccco2)nc2sc3c(c12)CCCCC3 | 0% | 10%[57.1 µM] | 4% | -9 | 5% | -9% | -3% | 23% | 31%[57.1 µM]
O=C(c1ccc(N2CN(C(=O)c3ccco3)c3nc4ccccc4nc32)cc1)N1CCOCC1 | 4% | 0% | -2% | 0 | -1% | -1% | -16% | -36% | -10%
Cc1ccc(C(C)NC(=O)C2CCCO2)cc1C (stereo unspecified) | -1% | 2% | -2% | -1 | -12% | 12% | 1% | -1% | -2%
CC1(C)CC(=O)c2cc(C(=O)Nc3ccccc3)c(=O)[nH]c2C1 | 1% | -1% | -2% | -3 | . | . | . | . | 3%
CCOc1ccc(-n2nc(C(=O)NC3CCCCC3)c3ccccc3c2=O)cc1 | 5% | 121%[activator] | -3% | -1 | 5% | 12% | -12% | 0% | 51%[activator]
CN(Cc1ccccc1)C(=O)COC(=O)c1ccc2ccccc2n1 | 0% | 8%[57.1 µM] | 3% | -5&-4 | -9% | -2% | -15% | -21% | 4%[57.1 µM]
CC(C)NC(=O)CSc1nc2ccccc2c(=O)n1Cc1ccc(C(=O)NC(C)C)cc1 | 2% | 5%[57.1 µM] | -3% | -1 | -17% | -8% | -32% | 8% | 24%[57.1 µM]
Cc1ccc(-c2nc3ccccc3c(=O)n2CCCn2ccnc2)cc1 | 0% | 0% | -3% | -3 | -5% | 13% | -1% | 26% | 10%
COC(=O)C1=C(C)N=C2SC(C)C(=O)N2C1c1ccc(C(=O)OC)cc1 (stereo unspecified) | -7% | -7% | -3% | 4 | -8% | 0% | -4% | -6% | -31%[57.1 µM]
Cc1ccc(Nc2nc(C(N)=O)c(NC(=O)c3ccccc3Br)s2)cc1 | 7% | -7%[57.1 µM] | 2% | 10 | -13% | 6% | -18% | -3% | 4%[57.1 µM]
O=c1c2c3c(sc2ncn1/N=C/c1ccc(Br)o1)CCCC3 | -7% | 7% | 1% | -3 | 0% | -1% | -18% | 7% | 9%
CC(NC(=O)c1sc2cc([N+](=O)[O-])ccc2c1Cl)C(C)(C)C (stereo unspecified) | 2% | -18% | -1% | -3 | -12% | 11% | -15% | ? | ?
COc1ccc(-c2c3c(=O)n(C)c(=O)n(C)c3cn2-c2ccccc2)cc1 | -1% | 7%[57.1 µM] | -4% | -2 | 5% | -5% | -10% | 5% | 14%
O=C(Nc1ccc(Cl)cn1)c1ccc([N+](=O)[O-])o1 | 0% | 2%[57.1 µM] | -1% | 3 | -7% | 4% | -10% | 9% | -18%[57.1 µM]
CC(C)(C)c1cc(CN2CCC(O)CC2)cc(C(C)(C)C)c1O | 2% | 4% | -5% | -12 | -8% | 3% | -5% | 7% | ?
O=C(CCCOc1ccc(Cl)cc1Cl)Nc1ccccn1 | -8% | -2% | 2% | -4 | -20% | -7% | -24% | 3% | 9%
COCCCNC(=O)Cn1c(=O)n(Cc2ccc(C(=O)NCc3ccc(C)cc3)cc2)c(=O)c2ccccc21 | -2% | 0% | 1% | -4 | 1% | -6% | ? | ? | 18%
CCn1ccc(C(=O)Nc2sc3c(c2C(=O)OC)CCC3)n1 | -4% | 27% | 3% | 1 | 2% | 9% | -24% | -47% | 6%
O=C(CCCOc1ccccc1)NCC1CCCO1 (stereo unspecified) | 3% | 9% | 2% | -4 | 0% | 2% | -4% | -6% | 19%
CCOC(=O)c1c(N)nn(C(=O)C(C)C)c1-c1ccc(OC)cc1 | -7% | -4% | -5% | -3 | -5% | 6% | -15% | -28% | 18%
CCOc1ccccc1NC(=O)c1sc2nc3n(c(=O)c2c1C)CCCCC3 | 5% | 12%[11.4 µM] | -3% | -12 | -4% | -9% | -9% | 1% | 23%[11.4 µM]
COc1ccc(NC(=O)NC(C)c2c(-n3cccc3)sc(C)c2C)cc1OC (stereo unspecified) | . | 2% | . | 0 | . | . | -11% | 2% | 18%
O=C(OCC(=O)N1CCCC1=O)c1ccc(O)cc1O | -3% | -8% | 1% | -8 | -2% | -2% | -12% | 26% | -2%
Fc1cccc(CN2CCN(C(=S)NCCc3ccccc3)CC2)c1 | 2% | 0%[57.1 µM] | 2% | -11 | -1% | 0% | -12% | 17% | 17%[57.1 µM]
S=C(Nc1ccc(Oc2ccccc2)cc1)NC1CCCCCC1 | 1% | -7% | 0% | -3 | -11% | 0% | -15% | 3% | -22%
CCOc1ccc2[nH]c(=O)c(C(c3nnnn3Cc3ccco3)N3CCN(C)CC3)cc2c1 (stereo unspecified) | -5% | 22%[57.1 µM] | -6% | -8 | 0% | 7% | -11% | -6% | 4%[57.1 µM]
c1ccc(CCc2cn(C[C@H]3CC[C@@H]([C@@H]4CC[C@H](Cn5cc(CCc6ccccc6)nn5)O4)O3)nn2)cc1 | 0% | -6% | -4% | -7 | 5% | 4% | 14% | ? | 6%
Cc1cc(OCC(=O)NCC2(N3CCOCC3)CCCCC2)ccc1Cl | 0% | -2% | -5% | 4 | -4% | 16% | -3% | 6% | 2%
CCOc1ccc(CCNC(=O)CCn2nc(C)c3c(C)n(-c4ccccc4)nc3c2=O)cc1 | -1% | 8%[57.1 µM] | -5% | -5 | 2% | -9% | -22% | -23%[56.9 µM] | 20%[57.1 µM]
Cc1ccc(C(=O)N(c2ccccc2)C2CC(C)N(C(=O)c3ccco3)c3ccccc32)cc1 (stereo unspecified) | 5% | -3%[57.1 µM] | -4% | -3 | -1% | -1% | -21% | -5% | -4%[57.1 µM]
Cc1ccc2nc(-c3ccc(Cl)c(NC(=O)c4ccc(Br)o4)c3)oc2c1 | -3% | 5% | 1% | -9 | -7% | ? | ? | -16% | 15%
N#CC1=C(N)SC(N)=C(C#N)C1C1C=CCCC1 (stereo unspecified) | -2% | 6% | 2% | 14 | -4% | 8% | -9% | -33% | -22%
COC(=O)c1ccc(NC(=O)COc2ccccc2C(=O)Nc2ccccc2)cc1 | 1% | 6% | -2% | 3 | . | . | . | . | 22%
Cc1ccccc1Oc1nc2ccccc2n2cnnc12 | 6% | 0%[11.4 µM] | -3% | -2 | 1% | 4% | -19% | -1% | 15%[11.4 µM]
O=C(O)/C=C/c1cn(-c2ncc(C(F)(F)F)cc2Cl)c2ccccc12 | -1% | -20% | -4% | -3 | 7% | 4% | 3% | 11% | -23%
COc1ccc(OC)c(C(=O)c2coc3ccc(OC(C)=O)cc23)c1 | ? | -6% | 7% | 6 | 2% | 4% | -3% | 14% | -2%
Clc1ccc(C=NN2CCCCCC2)c(Cl)c1 | -3% | 8%[57.1 µM] | 4% | -9 | -3% | 10% | -11% | 32% | 4%[57.1 µM]
CCCCNC(=O)C1CCN(c2nc3ccccc3nc2C(F)(F)F)CC1 | 9% | -2%[57.1 µM] | -4% | -9 | -13% | -5% | -5% | 0% | 5%[57.1 µM]
CCOc1ccc(C(=O)Nc2ccc(-c3nc4cc(C)ccc4o3)cc2)cc1 | 4% | 4%[57.1 µM] | 0% | -1&-10 | -3% | 5% | -9% | -12% | 7%[57.1 µM]
Cn1cc(CN2CCC(N3CCNC(=O)CC3)CC2)c(-c2ccccc2F)n1 | -4% | 2% | -2% | 1 | 1% | 1% | -22% | -18% | -6%
N/C(Cc1ccc([N+](=O)[O-])cc1)=N\OC(=O)Cc1ccccc1 | 1% | 0% | 1% | -4 | -2% | 1% | 0% | -7% | 20%
Cc1ccc(-n2ncc3c(=O)n(CC(=O)Nc4cccc(Cl)c4)cnc32)cc1C | -1% | 9% | -6% | -6 | -3% | 2% | -8% | -19% | 7%
O=C(NCCN1C(=O)C2C3C=CC(C3)C2C1=O)NCc1ccccc1 (stereo unspecified) | 3% | 2% | -1% | -2 | 0% | -9% | -13% | 10% | 31%
Cc1ccc(CNC(=O)CN2CCN(Cc3ccc(Cl)cc3)C2=O)cc1 | 3% | 10% | -2% | -10 | 5% | 3% | -22% | 16% | 7%[57.1 µM]
CSc1cccc(NC(=O)CNC(=O)C2CCCCC2)c1 | 0% | -9% | 0% | -2 | -9% | -2% | -18% | 10% | -10%
CC1=C(C(=O)Nc2ccccc2)C(c2ccc(C)o2)n2c(s/c(=C/c3ccccc3)c2=O)=N1 (stereo unspecified) | 1% | -7% | -2% | -5 | 0% | 8% | -25% | -2% | 0%

A portion of the library; rates above refer to the full screens.
